# CHOP inh: inhibitors of CHOP promoter induction, primary screen, cell-based, unfolded protein response, luciferase reporter. CHO-K1 CHOP-promoter luciferase, tunicamycin-induced, 15-18 h. inhibition, % at 10 µM. 3.8% of 220,000 active;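 active = compounds that reduced the stress-induced luciferase reporter signal by more than about 70% of percent inhibition, limit read from the data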;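 also: 0% = tunicamycin plus vehicle and 100% = wells without tunicamycin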
# Wee1 stabilizer: Wee1 degradation inhibitors, primary screen, cell-based, HeLa, Wee1K328M-luciferase, luminescence | Wee1-like protein kinase (Homo sapiens), P30291 | HeLa Luc-Wee1K328M stability; 100% = proteasome inhibitor MG132 effect | reporter increase, % at 5 µM | 1.2% of 220,000 active | AID 1321, 2008;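 active = activation above the mean of all tested compounds plus 3 SD, set per screening run, cut at about 8.8% in these data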;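 also: cells exposed to compound for 20 h before luminescence read; 0% = DMSO alone and 100% = MG132 at 30 µM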
# Target sequence (P30291 whole entry K328M): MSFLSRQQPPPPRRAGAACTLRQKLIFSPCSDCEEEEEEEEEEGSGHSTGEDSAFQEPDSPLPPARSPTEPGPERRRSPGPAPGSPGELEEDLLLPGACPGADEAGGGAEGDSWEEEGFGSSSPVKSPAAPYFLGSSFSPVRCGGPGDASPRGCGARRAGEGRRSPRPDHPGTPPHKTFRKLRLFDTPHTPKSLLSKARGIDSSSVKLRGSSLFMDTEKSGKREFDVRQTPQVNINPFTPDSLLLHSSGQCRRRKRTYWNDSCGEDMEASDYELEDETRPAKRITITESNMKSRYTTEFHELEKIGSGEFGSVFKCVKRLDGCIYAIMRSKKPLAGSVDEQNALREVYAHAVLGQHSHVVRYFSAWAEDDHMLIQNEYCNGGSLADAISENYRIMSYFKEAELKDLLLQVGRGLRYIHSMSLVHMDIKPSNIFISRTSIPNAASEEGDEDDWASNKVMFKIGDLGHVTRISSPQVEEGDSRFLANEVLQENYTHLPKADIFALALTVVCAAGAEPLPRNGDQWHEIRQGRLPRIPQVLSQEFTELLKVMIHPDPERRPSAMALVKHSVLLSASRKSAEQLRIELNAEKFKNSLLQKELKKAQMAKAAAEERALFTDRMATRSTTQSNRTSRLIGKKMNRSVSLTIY
# TRPN1 ag: zebrafish TRPN1 channel agonists, primary screen, cell-based, HEK293, calcium fluorescence; HEK293 zebrafish TRPN1-YFP, Fluo-8 calcium fluorescence; 100% = response to 87 µM carbachol; activation, % at 3 µM; 0.18% of 220,000 active; AID 1424, 2008;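 active = activation above its plate's cutoff, the mean activation of test wells on that plate plus 3 SD, cut at about 19% in these data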;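 also: 0% = DMSO alone and 100% = 87 µM carbachol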
#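 Control set: carbachol 87 µM as high control, DMSO as low control; system: HEK293 stable line with zebrafish TRPN1-YFP; read-out: % activation versus carbachol response; detection: intracellular calcium fluorescence with Fluo-8; doses: single test compound dose, 3 µM nominal, 0.3% DMSO; schedule: dye 1 h 37 °C plus 30 min RT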
# TNF death inh: inhibitors of TNF-alpha triggered necroptosis, primary screen, cell-based, Jurkat FADD-/-, single concentration. 0.068% of 220,000 active. activation (protection from cell death), % at 10 µM. Jurkat FADD-/- TNF necroptosis rescue, ATP luminescence, 24 h; 0 = TNF only, 100 = no-TNF cells;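 active = activation, meaning protection from cell death, of at least 50% relative to plate controls; inactive = activation below 50%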;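 also: necroptosis triggered by 40 ng/mL TNF-alpha added together with compound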
# PPC-1+TRAIL kill: compounds killing PPC-1 cancer cells with TRAIL present, primary screen, TRAIL potentiator project, ATPLite luminescence, uHTS | AID 1443, 2008 | cell killing (% activity), % at 4 µM | 0.41% of 220,000 active | PPC-1 cells + TRAIL, ATPLite viability luminescence;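 active = cell killing above 50% in the first pass at 4 µM, then a duplicate retest at 5 µM averaging 50% or more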;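 also: plate controls were cells with TRAIL plus DMSO for no effect and medium-only wells lacking cells for full effect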
# Ba/F3 V617F tox: reduced viability of JAK2V617F-dependent Ba/F3 cells, primary screen, JAK2V617F inhibitor project, cell-based, Ba/F3 EpoR-JAK2V617F, luminescence | inhibition, % at 5.6 µM | ATP luminescence | 1.1% of 220,000 active | AID 1446, 2008;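 active = inhibition above the campaign mean plus 3 SD over all tested compounds, cut at about 24% in these data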;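 also: cytokine-independent growth of Ba/F3 cells driven by EpoR plus mutant JAK2; 0% = DMSO-treated cells and 100% = JAK inhibitor I control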
# BaF3 tox: parental Ba/F3 cell viability inhibition, counter-screen for JAK2V617F inhibitor project, murine pro-B, CellTiter-Glo luminescence. CellTiter-Glo ATP luminescence. inhibition, % at 5.6 µM. 1.1% of 220,000 active;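 active = inhibition above a per-campaign cutoff, the mean inhibition of all tested compounds plus 3 SD, cut at about 27% in these data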;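 also: 0% = DMSO wells and 100% = JAK Inhibitor I control wells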
# RBBP9 inh: human RBBP9 inhibitors, primary screen, biochemical, fluorescence polarization, FP-Rh probe, HTS. Serine hydrolase RBBP9 (Homo sapiens), O75884. recombinant RBBP9. inhibition, % at 7.94 µM. 0.2% of 220,000 active;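 active = inhibition above the campaign mean of all tested compounds plus 3 SD, cut at about 14% in these data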;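 also: plate controls were DMSO wells with RBBP9 for no effect and wells lacking RBBP9 protein for full effect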
# Target sequence (O75884 whole entry, looked up): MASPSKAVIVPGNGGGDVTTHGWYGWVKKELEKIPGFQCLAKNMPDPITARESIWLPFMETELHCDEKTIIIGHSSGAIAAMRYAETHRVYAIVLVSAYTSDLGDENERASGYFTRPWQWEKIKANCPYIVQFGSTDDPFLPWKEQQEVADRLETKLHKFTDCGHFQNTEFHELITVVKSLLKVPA
#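 System: RBBP9 protein / Buffer or medium: Tris/NaCl buffer pH 8.0 with 0.1% Pluronic / Probe or stimulus: Serine-hydrolase probe FP-Rh, 375 nM pre-mixing / Dosing: 7.94 µM single dose, 0.794% DMSO / Times: enzyme-compound preincubation 30 min, then probe labeling 45 min, 25 °C / Technique: fluorescence polarization (mP), excitation 525 nm, emission 598 nm / Replication: singlicate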
# TRPML3 agonist: human TRPML3 channel agonists, primary screen, cell-based, HEK293 TRPML3-YFP, Fluo-8 calcium fluorescence, 3 µM. 100% = the carbachol control signal. activation, % at 3 µM. 0.29% of 220,000 active. AID 1448, 2008;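 active = activation above its plate's cutoff, the mean activation of the plate's test wells plus 3 SD, cut at about 12% in these data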;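 also: 0% = DMSO only wells and 100% = carbachol wells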
#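 Test system: HEK293 cells stably carrying human TRPML3-YFP; Doses: single dose, 3 µM final nominal compound, 0.3% DMSO final; Schedule: dye loading 1 h 37 °C then 30 min ambient, 125 s read; Technique: Fluo-8 calcium fluorescence; Benchmarks: high control carbachol 87 µM, low control DMSO.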
# Starred values were filed as active, the others as inactive; / = not tested or not shown.
1	CCOc1ccc(NC(=O)CSc2nnc(CCNC(=O)c3ccc(OC)cc3)n2CC)cc1
2	COc1ccc(N(CC(=O)NCCC2=CCCCC2)S(=O)(=O)c2ccccc2)c(OC)c1
3	Cc1ccccc1OCC(=O)Nc1ccc2c(c1)OCO2
4	O=C1NC2(CCC3(CC2)OCCO3)NN1c1ccccc1
5	O=C(COc1ccc(F)cc1Br)N1CCc2ccccc21
6	NC(=O)CC[C@@H]1NC(=O)[C@@H]2CCCN2C(=O)c2cc([N+](=O)[O-])cc(F)c2NCCC[C@@H](C(N)=O)NC1=O

Screen / compound no.	1	2	3	4	5	6
CHOP inh	53	37	3	-15	48	5
Wee1 stabilizer	-2	-4	2	-3	0	-3
TRPN1 ag	-1.7	-2.9	-0.3	-1.9	-1.6	1.1
TNF death inh	-2.0	-2.1	0.0	1.4	-1.3	2.0
PPC-1+TRAIL kill	3	6	0	12	13	2
Ba/F3 V617F tox	-3	-3	1	-2	8	-3
BaF3 tox	-2	1	9	0	3	0
RBBP9 inh	4	5	-8	-7	-18	-10
TRPML3 agonist	-0.1	-0.5	-0.2	0.1	-1.0	0.8

7	CC(NS(=O)(=O)c1ccc(Cl)c(Cl)c1)C(=O)OCC(=O)Nc1ccc2c(c1)OCO2 (configuration not stated)
8	COc1ccc(NC(=O)c2cc3n(n2)C(C(F)(F)F)CC(c2ccc(OC)cc2)N3)cc1 (configuration not stated)
9	CCC(c1nnnn1Cc1ccco1)N1CCN(C(=O)c2ccco2)CC1 (configuration not stated)
10	CCC(CC)NCc1ccc(OC)cc1OC
11	COc1ccc2cnn(CCOc3ccccc3)c(=O)c2c1OC
12	N=C1CCCN1c1ccccc1O

Screen / compound no.	7	8	9	10	11	12
CHOP inh	30	55	3	-13	42	11
Wee1 stabilizer	-4	-2	4	2	2	0
TRPN1 ag	0.4	-1.2	0.2	0.6	1.4	0.2
TNF death inh	-2.3	0.6	-0.8	-0.7	-0.4	4.9
PPC-1+TRAIL kill	19	3	17	7	4	7
Ba/F3 V617F tox	-1	3	3	1	5	-5
BaF3 tox	1	3	2	6	2	-1
RBBP9 inh	-9	-10	0	8	-3	-3
TRPML3 agonist	0.2	0.1	0.8	0.0	0.5	1.1

13	O=[N+]([O-])c1ccc(/C=N/Nc2nc(N3CCCC3)nc(N3CCCC3)n2)o1
14	C=CCOc1ccccc1CNCc1ccc(F)cc1
15	O=C(CSc1ncccn1)NCc1cccc(Cl)c1
16	COc1ccc(N(C)C(=O)c2cnc(N3CCN(c4ncccn4)CC3)c3ccccc23)cc1
17	O=C1CCC2(CC1)NC(=O)N(c1ccccc1)N2
18	N#CC1=C(N)SC(N)=C(C#N)C1c1cccc(Oc2ccccc2)c1

Screen / compound no.	13	14	15	16	17	18
CHOP inh	1	-3	-49	3	-12	-2
Wee1 stabilizer	3	2	2	-2	-2	-1
TRPN1 ag	-0.3	0.0	0.5	0.8	-0.7	8.5
TNF death inh	-3.2	3.2	0.5	-0.9	1.4	-0.3
PPC-1+TRAIL kill	6	5	-5	9	13	7
Ba/F3 V617F tox	3	-4	-1	0	2	-1
BaF3 tox	3	1	7	3	9	8
RBBP9 inh	6	1	-1	-8	9	-19
TRPML3 agonist	0.8	0.7	-0.6	0.3	-0.3	0.9

19	CCOC(=O)c1c(NC(=O)Cc2cccs2)sc2c1CCCC2
20	O=C(/C=C/NNC(=O)c1ccc(Br)cc1)c1ccccc1
21	COCCNC(=O)/C(C#N)=C/c1ccc2c(c1)OCO2
22	CCN=C1SC(C(=O)Nc2ccc(OCC)cc2)CC(=O)N1CC (configuration not stated)
23	CC/C(O)=C1\C(=O)CC(c2ccccc2)CC1=NC(C)C (configuration not stated)
24	Cc1nc(C)c(C(=O)C2=C(O)C(=O)N(CCN3CCOCC3)C2c2cccs2)s1 (configuration not stated)

Screen / compound no.	19	20	21	22	23	24
CHOP inh	15	16	-25	-8	-3	13
Wee1 stabilizer	-1	-2	2	2	-3	-2
TRPN1 ag	-0.4	-0.6	1.0	2.8	-1.0	0.8
TNF death inh	-3.0	4.4	0.1	0.4	1.4	-0.8
PPC-1+TRAIL kill	-1	6	8	32	-3	11
Ba/F3 V617F tox	-1	-4	-2	0	-1	0
BaF3 tox	1	1	-3	6	-1	1
RBBP9 inh	-5	-14	7	-7	2	-9
TRPML3 agonist	-0.4	-0.4	0.9	1.3	-0.8	0.6

# Taken from above:
# Result of CC/C(O)=C1\C(=O)CC(c2ccccc2)CC1=NC(C)C (configuration not stated) in BaF3 tox: -1
# Result of CCN=C1SC(C(=O)Nc2ccc(OCC)cc2)CC(=O)N1CC (configuration not stated) in RBBP9 inh: -7
# Result of CCOC(=O)c1c(NC(=O)Cc2cccs2)sc2c1CCCC2 in Ba/F3 V617F tox: -1

# New compounds follow:
25	CCCc1nc2ccccc2c(C(=O)OC2CCOC2=O)c1CC (configuration not stated)
26	Cc1onc(-c2ccccc2Cl)c1C(=O)N1C=CC(C(F)(F)F)=NCC1
27	COc1ccccc1NS(=O)(=O)c1cccc(NC(=O)Nc2ccccc2)c1
28	O=C(Nc1ccccc1)c1cccc(S(=O)(=O)NCc2ccco2)c1
29	O=C(Nc1nnc(C2CCCO2)s1)c1cccs1 (configuration not stated)
30	CCNC(=O)CC1C(=O)N(c2cccc(OC)c2)C(=O)N1CCOC (configuration not stated)

Screen / compound no.	25	26	27	28	29	30
CHOP inh	-17	11	41	7	25	-13
Wee1 stabilizer	0	-1	5	-3	1	0
TRPN1 ag	-0.9	0.5	7.5	-0.1	-0.1	0.7
TNF death inh	-1.5	-4.0	2.6	0.9	0.8	0.8
PPC-1+TRAIL kill	8	8	1	14	16	-6
Ba/F3 V617F tox	-3	4	-1	3	1	-4
BaF3 tox	2	4	3	3	6	4
RBBP9 inh	-5	6	-37	-3	6	-3
TRPML3 agonist	-0.9	-0.4	2.6	0.3	0.0	0.3

31	CSc1nc2ccc3nc(NC(=O)c4cccs4)sc3c2s1
32	CCCCC(CC(O)COCCC)C(=O)NN (configuration not stated)
33	Cc1ccc(-n2c(SCC(=O)OC(C)C)nnc2-c2ccccn2)cc1
34	C=CCn1c(-c2cccs2)nc2ccccc21
35	CSc1nc2ccc(S(=O)(=O)N3CCc4ccccc43)cc2s1
36	COC(=O)c1c(C)[nH]c(C(=O)CSc2nnnn2-c2ccccc2)c1C

Screen / compound no.	31	32	33	34	35	36
CHOP inh	-23	5	-3	-3	71*	77*
Wee1 stabilizer	-1	1	0	0	3	1
TRPN1 ag	1.0	1.1	-0.1	-2.2	0.1	0.7
TNF death inh	0.1	0.5	-2.6	-1.7	-2.2	0.8
PPC-1+TRAIL kill	13	/	13	33	0	38
Ba/F3 V617F tox	0	-2	9	-6	-4	-6
BaF3 tox	2	4	7	3	1	1
RBBP9 inh	-6	-1	-5	-3	-5	7
TRPML3 agonist	0.2	-0.6	-0.1	-1.0	0.3	0.5

# CHOP inh: hit marks shown above.
entry	canonical_smiles	CHOP inh	Wee1 stabilizer	RBBP9 inh	TRPML3 agonist
35	CSc1nc2ccc(S(=O)(=O)N3CCc4ccccc43)cc2s1	71*	3	-5	0.3
36	COC(=O)c1c(C)[nH]c(C(=O)CSc2nnnn2-c2ccccc2)c1C	77*	1	7	0.5

# Going on with the list:
37	COc1ccc(C2C(C(=O)OC(C)C)=C(C)N=c3s/c(=C\c4cccs4)c(=O)n32)cc1 (configuration not stated)
38	CCOCCCNC(=O)CCSc1ccc(C)cc1
39	C/C(Cn1nnc([N+](=O)[O-])n1)=N\NC(=O)c1ccc(C)cc1
40	Clc1ccc(NCn2cncn2)nc1
41	COC(=O)c1ccc(N2CCCCC2)c(NS(=O)(=O)c2ccc(C)cc2)c1
42	Cc1cc2c(C)nc(N/N=C/c3ccccc3)nc2o1

Screen / compound no.	37	38	39	40	41	42
CHOP inh	15	-4	5	-1	20	11
Wee1 stabilizer	-2	0	-1	0	-4	6
TRPN1 ag	1.0	1.4	-0.4	-0.3	-0.5	-0.5
TNF death inh	-0.5	-1.4	-0.8	0.2	-0.1	9.7
PPC-1+TRAIL kill	11	10	14	8	22	12
Ba/F3 V617F tox	-1	-2	-2	-4	1	5
BaF3 tox	5	-1	4	-3	7	6
RBBP9 inh	-7	-5	-9	6	5	-5
TRPML3 agonist	0.7	0.2	0.4	2.3	0.8	-0.3

43	O=C(c1cc(-c2ccco2)on1)N1CCCc2ccccc21
44	O=C(c1cccc([N+](=O)[O-])c1)N1CCCC(C(=O)N2CCCCC2)C1 (configuration not stated)
45	O=C1CCN(S(=O)(=O)c2ccccc2)C2CCCCC12 (configuration not stated)
46	O=S(=O)(NCc1cc(-c2ccccc2Cl)no1)c1ccc(Cl)cc1
47	Cc1c(NC(=O)c2nn(C)c(=O)c3ccccc23)c(=O)n(-c2ccccc2)n1C
48	CCN(CC)S(=O)(=O)c1cccc(C(=O)Oc2cccc(NC(=O)c3cccs3)c2)c1

Screen / compound no.	43	44	45	46	47	48
CHOP inh	27	-4	7	74*	/	-20
Wee1 stabilizer	-1	2	1	-2	1	1
TRPN1 ag	0.4	0.3	-1.3	-1.1	-0.2	-0.4
TNF death inh	0.7	2.0	0.0	0.5	1.6	1.7
PPC-1+TRAIL kill	11	-2	9	10	/	20
Ba/F3 V617F tox	2	-4	0	-3	-1	-3
BaF3 tox	3	-4	4	7	0	1
RBBP9 inh	-3	-7	4	-7	-2	-35
TRPML3 agonist	0.2	0.8	0.7	0.3	0.0	0.6

49	Cc1ccccc1NC(=O)N1CCc2ccccc2C1
50	Cc1cc(C(=O)N2CCCc3ccccc32)no1
51	CCOC(=O)CSc1nc(NCc2ccco2)c2ccccc2n1
52	CC(CCc1ccccc1)NC(=O)CSc1cccc[n+]1[O-] (configuration not stated)

Screen / compound no.	49	50	51	52
CHOP inh	17	22	26	8
Wee1 stabilizer	-4	3	3	-1
TRPN1 ag	0.6	-0.5	-0.2	-0.2
TNF death inh	0.5	-2.1	0.5	1.1
PPC-1+TRAIL kill	24	4	-5	-15
Ba/F3 V617F tox	-3	-2	-3	0
BaF3 tox	1	3	-1	4
RBBP9 inh	-5	5	-4	-4
TRPML3 agonist	0.1	0.5	-1.1	0.5

# Source: PubChem (several laboratories)
